Assay outcomes: PubChem BioAssay, NMMLSC
Bcl-B Bim block = inhibitors of Bim-Bcl-B interaction, human; Q9HD36; bead-based flow cytometry, Bim peptide-Bcl-B binding; inhibition, % at 10 µM; actives 0.073% (n = 190,000); AID 951;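 note: 0% = tracer peptide without compound and 100% = reference inhibitor peptide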
Target sequence (Q9HD36 whole entry, looked up): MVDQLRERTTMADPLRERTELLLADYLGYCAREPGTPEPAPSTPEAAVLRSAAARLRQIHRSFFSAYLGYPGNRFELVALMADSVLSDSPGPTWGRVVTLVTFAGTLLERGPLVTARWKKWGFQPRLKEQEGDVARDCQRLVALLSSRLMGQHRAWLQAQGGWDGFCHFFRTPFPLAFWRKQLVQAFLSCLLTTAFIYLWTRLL
Bim-Bcl-XL = disrupts Bim peptide binding to human Bcl-XL | actives 0.04% (n = 190,000) | inhibition, % at 10 µM | bead flow cytometry, fluorescence | Q07817
ABCB1 block = human ABCB1 inhibition, ABCG2 as counter-screen | P08183 | CCRF-Adr cells, JC-1 efflux, flow cytometry | inhibition, % at 6.6 µM | actives 0.067% (n = 190,000) | AID 1326; in the data active = inhibition above about 40%;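 note: 0% = vehicle and 100% = reference inhibitor; higher value means more JC-1 retained so stronger ABCB1 efflux block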
RGS4-Gao reg = modulates binding of RGS4 to human Galphao; actives 0.33% (n = 220,000); binding response (% of control), % at 10 µM; AID 1415; Multiplexed bead flow cytometry; actives lie on both sides; in the data active = binding response below about 49% or above about 150%; inactive = in between;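 note: fluorescent Galphao activated with aluminum fluoride binding bead-coupled RGS4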
Target sequence (P09471 whole entry, looked up): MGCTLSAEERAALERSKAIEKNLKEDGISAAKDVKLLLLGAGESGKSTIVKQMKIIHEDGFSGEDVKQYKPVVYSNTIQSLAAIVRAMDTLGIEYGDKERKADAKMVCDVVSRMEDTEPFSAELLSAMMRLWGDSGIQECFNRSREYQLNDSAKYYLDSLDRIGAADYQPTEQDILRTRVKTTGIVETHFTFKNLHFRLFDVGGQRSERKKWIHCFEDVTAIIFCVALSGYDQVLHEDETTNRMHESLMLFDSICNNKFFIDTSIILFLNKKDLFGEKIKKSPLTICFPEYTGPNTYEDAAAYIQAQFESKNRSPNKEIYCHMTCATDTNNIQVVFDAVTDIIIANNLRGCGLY
Bcl-W Bim block = human Bim-Bcl-W interaction inhibition; actives 0.02% (n = 190,000); inhibition, % at 10 µM; bead-based flow cytometry, Bim peptide-Bcl-W binding;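 note: 0% = bound tracer without compound and 100% = peptide blocker; higher means less fluorescent Bim peptide bound to Bcl-W beads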
Target sequence (Q92843 whole entry, looked up): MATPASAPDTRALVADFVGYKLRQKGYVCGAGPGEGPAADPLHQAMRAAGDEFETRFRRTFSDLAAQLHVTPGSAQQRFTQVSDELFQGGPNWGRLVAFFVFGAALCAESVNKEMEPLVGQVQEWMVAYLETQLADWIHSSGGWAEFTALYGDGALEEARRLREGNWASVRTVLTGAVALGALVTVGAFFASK
Bfl-1 Bim block = disrupts Bim binding to human Bfl-1; Bead-based flow cytometry, Bim-Bfl-1 binding inhibition; inhibition, % at 10 µM; actives 0.12% (n = 190,000); Q16548;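 note: 0% = wells without compound plus tracer and 100% = blocker peptide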
Mcl-1 Bim block = human Bim-Mcl-1 interaction inhibition; AID 1009; actives 0.1% (n = 190,000); inhibition, % at 10 µM; Bead-based flow cytometry, Bim peptide-Mcl-1 binding; Q07820;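 note: 0% = no compound tracer wells and 100% = peptide blocker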
Bim-Bcl-2 = human Bim-Bcl-2 interaction inhibition. P10415. Bead-based flow cytometry, Bim peptide-Bcl-2 binding. inhibition, % at 10 µM. actives 0.06% (n = 190,000). AID 950; in the data active = inhibition above about 40%; inconclusive = no clear call, values can overlap the other calls;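 note: 0% = no compound wells with probe peptide and 100% = reference peptide inhibitor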
Target sequence (P10415 whole entry, looked up): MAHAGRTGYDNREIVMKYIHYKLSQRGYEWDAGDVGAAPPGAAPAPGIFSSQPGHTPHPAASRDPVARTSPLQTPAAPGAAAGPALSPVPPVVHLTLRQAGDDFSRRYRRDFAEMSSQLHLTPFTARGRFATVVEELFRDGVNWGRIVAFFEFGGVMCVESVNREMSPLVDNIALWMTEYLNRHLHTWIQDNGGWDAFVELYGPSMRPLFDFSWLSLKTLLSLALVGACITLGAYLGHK
RGS8-Gao = modulates binding of RGS8 to human Galphao | P09471 | multiplexed bead flow cytometry; actives lie on both sides | response (percent of control binding), % at 10 µM | actives 0.34% (n = 220,000); in the data active = response below about 60% or above about 140%; inactive = in between;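 note: Galphao activated as the GDP aluminium fluoride complex binding bead-coupled RGS8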
RGS7-Gao = modulates binding of RGS7 to human Galphao. P09471. Multiplexed bead flow cytometry; actives lie on both sides. binding response (% of control), % at 10 µM. actives 0.35% (n = 220,000). AID 1439; in the data active = binding response below about 49% or above about 150%; inconclusive = no clear call, values can overlap the other calls; inactive = in between;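 note: fluorescent Galphao held in activated GDP-AlF4 state binding bead-coupled RGS7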
ABCG2 block = human ABCG2 inhibition, ABCB1 as counter-screen; Q9UNQ0; IgMXP3 cells, JC-1 efflux, flow cytometry; inhibition, % at 6.6 µM; actives 0.1% (n = 190,000);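 active = inhibition above 80%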;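 note: 0% = DMSO and 100% = nicardipine control wells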
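Test system: ABCG2 IgMXP3 and barcoded ABCB1 CCRF-Adr cell mix; Schedule: cells with compound and JC-1, 10 min at 25 °C, rotating, no wash; Technique: flow cytometry of retained JC-1 fluorescence; Measure: % inhibition of efflux relative to nicardipine and DMSO; Controls: nicardipine high and DMSO low controls.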
An asterisk follows results filed as active; ? = inconclusive; [ ] = remark or other dose. Cut-off read from the data, not from the text of the source, unless noted: active = inhibition above about 40%.

SMILES	Bcl-B Bim block	Bim-Bcl-XL	ABCB1 block	RGS4-Gao reg	Bcl-W Bim block	Bfl-1 Bim block	Mcl-1 Bim block	Bim-Bcl-2	RGS8-Gao	RGS7-Gao	ABCG2 block
Cc1cc(C)nc(SCC(=O)Nc2ccnc3ccccc23)n1	-1.0	0.0	1.2	105.8	1.0	-3.0	3.0	0.0	102.0	99.7	17.1
CN1CCC(N(C)CC(O)c2ccccc2)CC1 (stereo not drawn)	-4.0	-6.0	-2.0	103.8	-5.0	-10.0	-1.0	-1.0	102.3	101.7	-4.4
COc1ccc(/C=N/NC(=O)C2(C)NC(C)(C)Cc3ccccc32)cc1 (stereo not drawn)	0.0	0.0	0.2	99.2	3.0	0.0	1.0	2.0	99.6	103.7	0.4
CC(=O)N1CCc2cc(S(=O)(=O)NC(Cc3ccccc3)C(=O)Nc3cc(C)ccn3)ccc21 (stereo not drawn)	0.0	6.0	0.8	129.4	5.0	4.0	2.0	1.0	153.4*[activator]	117.7	1.4
O=C(N/C(=C/c1cccs1)c1nc2ccccc2[nH]1)c1ccccc1	-1.0	-2.0	0.6	101.3	-2.0	-4.0	1.0	-2.0	100.0	100.5	1.1
CC(C)Oc1ccc(N2CC(C(=O)Nc3ccccc3F)CC2=O)cc1 (stereo not drawn)	-3.0	-9.0	-0.6	102.3	4.0	-8.0	2.0	-5.0	101.5	105.6	-1.7
CCC(=O)NCCc1cc2ccc(C)c(C)c2[nH]c1=O	-6.0	-3.0	0.8	104.3	1.0	-10.0	0.0	-6.0	104.9	100.1	5.7
COc1ccc(/C=N/NC(=O)CCC(=O)Nc2ccccc2)cc1OC	-12.0	-10.0	0.2	105.3	-6.0	-15.0	-4.0	-8.0	100.9	100.9	11.2
CCCCOC(=O)C(C)Sc1n[nH]c(=O)[nH]c1=O (stereo not drawn)	-6.0	-3.0	0.3	94.0	-5.0	-5.0	-1.0	-5.0	95.9	83.5	1.5
Cc1ccc(CC(=O)Nc2cccnc2)cc1	-7.0	-1.0	0.4	99.5	-4.0	-4.0	0.0	-3.0	103.9	97.3	2.4
CCn1c(SCC(=O)NCc2ccccc2)nc2nc3c(cc2c1=O)CCCC3	-3.0	-4.0	3.1	99.0	0.0	-5.0	0.0	-1.0	100.5	?	17.1
O=C1c2ccccc2C(=O)N1CN(C(=O)c1ccccc1[N+](=O)[O-])c1ccc(F)cc1	-6.0	-3.0	2.3	100.5	-2.0	0.0	-2.0	-2.0	103.4	103.2	22.6
COC(=O)C(C)(C)ONC(=O)Nc1ccccc1	0.0	-7.0	0.1	101.8	-3.0	-9.0	-5.0	-8.0	104.0	100.6	-0.3
COC(=O)c1cc2ccsc2n1Cc1nc(-c2ccc(OC)cc2)oc1C	-9.0	6.0	0.5	102.5	0.0	-12.0	0.0	-10.0	97.7	97.1	3.5
COc1cccc(/C=N/NC(=O)CN2CC(c3ccccc3)CC2=O)c1O (stereo not drawn)	-2.0	-4.0	0.0	92.6	-3.0	-4.0	-2.0	0.0	97.5	89.2	4.9
COc1ccc(/C=N/Nc2ncc(Br)cn2)c(OC)c1	0.0	-2.0	-0.4	99.2	0.0	-3.0	3.0	1.0	104.3	99.3	1.3
CCc1ccccc1NC(=O)C1c2ccccc2Oc2ccccc21	-4.0	-8.0	2.2	102.8	-4.0	-1.0	0.0	0.0	106.5	104.4	1.9
CNc1ccc(Br)cc(C(=O)/C=C/c2ccc(OC)cc2)c1=O	-8.0	0.0	-1.3	95.7	10.0	18.0	5.0	8.0	96.1	96.7	-3.1
COc1ccc(CCN(C(=O)/C=C/C(=O)O)C2CC(=O)N(c3ccccc3)C2=O)cc1 (stereo not drawn)	-2.0	-1.0	0.2	101.1	-1.0	-5.0	-2.0	0.0	101.5	103.5	0.5
CC1=C(C(N)=O)C(c2ccc(Cl)cc2Cl)n2ncnc2N1 (stereo not drawn)	-7.0	-7.0	0.2	101.7	-3.0	-12.0	-1.0	-5.0	96.9	105.2	0.1

2 successive records out of the list so far, quoted:
SMILES	Bcl-B Bim block	Bim-Bcl-XL	ABCB1 block	RGS4-Gao reg	Bcl-W Bim block	Bfl-1 Bim block	Mcl-1 Bim block	Bim-Bcl-2	RGS8-Gao	RGS7-Gao	ABCG2 block
COc1ccc(CCN(C(=O)/C=C/C(=O)O)C2CC(=O)N(c3ccccc3)C2=O)cc1 (stereo not drawn)	-2.0	-1.0	0.2	101.1	-1.0	-5.0	-2.0	0.0	101.5	103.5	0.5
CC1=C(C(N)=O)C(c2ccc(Cl)cc2Cl)n2ncnc2N1 (stereo not drawn)	-7.0	-7.0	0.2	101.7	-3.0	-12.0	-1.0	-5.0	96.9	105.2	0.1

Continued:
SMILES	Bcl-B Bim block	Bim-Bcl-XL	ABCB1 block	RGS4-Gao reg	Bcl-W Bim block	Bfl-1 Bim block	Mcl-1 Bim block	Bim-Bcl-2	RGS8-Gao	RGS7-Gao	ABCG2 block
O=C(c1ccc(F)cc1)N(C(=O)c1ccc(F)cc1)c1ncccn1	-6.0	-4.0	-0.2	104.7	-5.0	-6.0	-3.0	-6.0	110.9	?	0.2
CN1CCN(Cc2cn[nH]c2-c2ccc(F)cc2F)[C@@H](c2ccccc2)C1	-2.0	-1.0	2.6	103.3	-1.0	-3.0	2.0	0.0	101.9	96.4	1.3
CCCOc1ccc(N2C(=O)CC(N3CCN(S(=O)(=O)c4ccccc4)CC3)C2=O)cc1 (stereo not drawn)	4.0	3.0	1.2	98.9	3.0	0.0	5.0	5.0	98.5	100.5	2.5
Cc1cccc(NC(=O)COc2cccc3c2CCN(Cc2ccccc2)C3=O)c1C	-8.0	-5.0	1.8	97.1	-4.0	-5.0	-3.0	-4.0	97.6	96.3	17.8
Cn1cccc1C(=O)OCC(=O)N1c2ccccc2NC(=O)C1(C)C	-2.0	-2.0	2.4	104.8	0.0	-3.0	1.0	-2.0	102.9	?	15.7
Cc1cccc(C(=O)NCC(c2ccco2)N(C)C)c1 (stereo not drawn)	-2.0	-2.0	-0.3	94.4	-4.0	0.0	0.0	0.0	95.1	94.4	-0.5
COc1cccc(/C=C/C(=O)Nc2ccc3c(c2)OCCO3)c1	-1.0	-1.0	-0.8	105.3	2.0	0.0	3.0	0.0	101.7	99.4	0.2
CS(=O)Cc1cc(Sc2ccccc2)nc(-c2ccncc2)n1 (stereo not drawn)	3.0	0.0	0.1	98.3	1.0	0.0	0.0	4.0	102.4	95.8	6.5
Cn1c(SCC(=O)N2CCOCC2)nc(O)cc1=O	-6.0	-10.0	1.4	101.2	0.0	-19.0	-4.0	-9.0	99.3	98.2	5.3
O=C(CC1OC(=O)c2ccccc21)Nc1ccccc1N1CCOCC1 (stereo not drawn)	-8.0	1.0	0.3	102.5	2.0	-14.0	-3.0	-9.0	100.2	99.2	1.6
CCSc1nnc(NC(=O)CSc2nc(C)cc(C)n2)s1	-4.0	2.0	0.5	100.5	3.0	-8.0	2.0	-6.0	96.1	99.6	4.4
CC(C)CN1CCC(CN(C)Cc2nc(-c3cnccn3)no2)CC1	-3.0	-3.0	-0.1	99.8	-2.0	-5.0	2.0	-1.0	96.2	107.0	-2.4
O=c1sc(/C=N/Nc2ccccc2)c(Cl)n1Cc1ccccc1	-3.0	-5.0	-1.0	101.5	-2.0	-8.0	0.0	-9.0	101.7	100.2	0.5
O=C(COC(=O)Cc1ccccc1F)Nc1ccc2c(c1)OCCO2	-5.0	-2.0	-0.2	103.6	-1.0	-10.0	-2.0	2.0	100.5	100.5	5.6
CC(C)(C)C(=O)Nc1ccc(C(=O)Nc2cccnc2)cc1	-3.0	-5.0	0.6	96.6	-3.0	-2.0	-2.0	0.0	96.4	103.3	5.2
CCOC(=O)CNC(=O)c1cnn2cccnc12	-7.0	-4.0	0.6	94.6	-2.0	-20.0	-4.0	-13.0	96.7	95.7	8.0
CNc1csc(C)c(C)c1=O	0.0	0.0	0.1	98.5	2.0	1.0	-1.0	4.0	101.3	97.3	0.3
O=C(C1CCN(S(=O)(=O)c2cccc3nsnc23)CC1)N1CCCc2ccccc21	-2.0	0.0	0.7	103.7	-1.0	-2.0	-1.0	-3.0	103.1	101.8	1.9
CC(=O)Oc1c(Cl)c(N2CCOCC2)c(OC(C)=O)c2ccccc12	-5.0	-6.0	-2.2	104.6	-1.0	-9.0	0.0	-4.0	101.3	101.5	-1.3
CCCCNC(=O)COC(=O)c1cc2c(C)nn(-c3ccccc3)c2s1	0.0	-4.0	1.3	103.0	-1.0	0.0	-5.0	0.0	102.0	104.8	4.5
O=C(N/N=C/c1c(Cl)cccc1Cl)c1cccc(F)c1	-6.0	-14.0	1.0	99.6	-5.0	-8.0	-8.0	-8.0	101.3	101.1	34.1
O=C(/C=C/c1ccc(F)cc1)NC(=S)NNC(=O)c1cccnc1	-10.0	0.0	0.4	103.4	-2.0	2.0	-5.0	-3.0	102.2	100.7	1.6
O=C(Cc1cccs1)N/N=C\c1ccc(O)cc1	-1.0	-2.0	-0.1	101.3	0.0	-2.0	2.0	-2.0	102.7	93.9	4.4
COc1cc(/C=C2/NC(=O)NC2=O)cc(Br)c1OCc1ccc(C(=O)O)cc1	1.0	-3.0	0.6	102.1	0.0	-5.0	2.0	0.0	103.4	102.9	1.6
CC1(C)CC(=O)C(/C=N/n2cnc3ccccc3c2=O)=C(O)C1	-4.0	-3.0	0.2	98.2	-4.0	-3.0	-4.0	-3.0	99.5	98.3	0.4
CCN(CC)S(=O)(=O)c1ccc(OC)c(NC(=O)COc2ccccc2[N+](=O)[O-])c1	-2.0	-3.0	-0.4	92.0	1.0	-5.0	0.0	-1.0	100.5	83.8	15.7
CCOC(=O)COc1cccc2c(=O)n(CC(=O)NCc3ccc4c(c3)OCO4)ccc12	-5.0	-3.0	-0.8	103.3	1.0	-9.0	2.0	-7.0	106.8	104.3	0.1
O=C(OCCN1CCCC1=O)c1cc(F)c(F)c(F)c1F	-8.0	-2.0	0.3	97.4	-3.0	-4.0	-3.0	-6.0	100.4	95.0	1.8
CC(C)C(=O)Nc1c2c(nc3ccccc13)N(C)CC2	1.0	0.0	0.1	106.2	0.0	0.0	-1.0	0.0	104.4	105.0	1.3
O=C1C2CCCN2C(c2ccc(Br)cc2)N1c1ccc(F)cc1 (stereo not drawn)	-8.0	-3.0	0.1	101.3	0.0	-10.0	0.0	-7.0	105.5	96.2	0.1
Cc1ccc(-n2c(C)cc(C=C3C(=O)CC(C)(C)CC3=O)c2C)cc1	-5.0	-6.0	-0.9	107.5	-2.0	0.0	-2.0	-4.0	102.8	117.5	-17.8
OC(CSc1ccccc1Cl)CN1CCN(c2ccccc2F)CC1 (stereo not drawn)	-2.0	-7.0	1.7	100.5	-4.0	-5.0	-6.0	-7.0	96.0	119.8	3.0
CC(=O)c1ccc(NC(=S)Nc2ccn(Cc3ccc(Br)cc3)n2)cc1	-8.0	-3.0	0.1	90.1	-2.0	-1.0	0.0	-4.0	94.9	87.5	6.5
O=C(Nc1ccc(F)cc1Cl)c1ccc2c(=O)n3c(nc2c1)CCCCC3	6.0	10.0	0.9	102.1	6.0	4.0	0.0	-1.0	106.2	112.7	3.5
CC1(C)NC(=O)N(CC(=O)Nc2nc(-c3ccc(F)cc3)cs2)C1=O	-8.0	-2.0	0.2	133.1	1.0	-16.0	-1.0	-3.0	94.5	215.6*[activator]	1.4
CN(C)C(=O)CSc1nc2ccccc2n1Cc1ccccc1	-5.0	-6.0	0.9	102.0	-6.0	-2.0	-7.0	-5.0	101.9	102.7	1.9
